DT40 TDP1 CPT = DT40-hTDP1 cell growth loss with CPT; Potency, µM (series often up to 46.2 µM), inactives show top-dose activity change, negative = growth inhibition, usual class: inhibitors; AID 686979; chicken DT40 Tdp1-/-;hTDP1 cells + 20 nM CPT, ATP luminescence, 48 h; 420,000 compounds, 12% hits; note: nearly all actives have a fitted effect of over 55% in size
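Chicken DT40 Tdp1-/- cells stably complemented with human TDP1 were seeded at 400 cells/well in medium containing 20 nM camptothecin, exposed to pin-transferred compounds, and grown at 37 °C for at least 48 hr. Viability was read as ATP luminescence.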
DT40 TDP1 no CPT = qHTS for Inhibitors of human tyrosyl-DNA phosphodiesterase 1 (TDP1): qHTS in cells in absence of CPT. DT40 Tdp1-/- hTDP1 cells, no CPT, ATP luminescence, 48 h. Potency, µM (doses to about 46.2 µM), for inactives: at the highest dose activity change, negative = growth inhibition, hits mostly inhibitors. 420,000 compounds, 15% hits. AID 686978, 2013; note: nearly all actives have a fitted effect of over 55% in size
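Growth kinetics read by CellTiter-Glo luminescence after ≥48 hr at 37 °C. Cells: DT40 Tdp1-/- stably carrying human TDP1, 400 per well, compound exposure in the absence of CPT (DMSO vehicle).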
TDP1 block = TDP1 (human) enzyme inhibition; 350,000 compounds, 0.28% hits; Potency, µM (top dose mostly 130 µM), for the others: at the top dose activity change, negative = inhibition, actives largely listed as inhibitors; AID 485290; Q9NUW8; recombinant TDP1, AlphaScreen DNA substrate cleavage; note: nearly all actives have a fitted effect of over 40% in size
Target sequence (Q9NUW8 whole entry, looked up): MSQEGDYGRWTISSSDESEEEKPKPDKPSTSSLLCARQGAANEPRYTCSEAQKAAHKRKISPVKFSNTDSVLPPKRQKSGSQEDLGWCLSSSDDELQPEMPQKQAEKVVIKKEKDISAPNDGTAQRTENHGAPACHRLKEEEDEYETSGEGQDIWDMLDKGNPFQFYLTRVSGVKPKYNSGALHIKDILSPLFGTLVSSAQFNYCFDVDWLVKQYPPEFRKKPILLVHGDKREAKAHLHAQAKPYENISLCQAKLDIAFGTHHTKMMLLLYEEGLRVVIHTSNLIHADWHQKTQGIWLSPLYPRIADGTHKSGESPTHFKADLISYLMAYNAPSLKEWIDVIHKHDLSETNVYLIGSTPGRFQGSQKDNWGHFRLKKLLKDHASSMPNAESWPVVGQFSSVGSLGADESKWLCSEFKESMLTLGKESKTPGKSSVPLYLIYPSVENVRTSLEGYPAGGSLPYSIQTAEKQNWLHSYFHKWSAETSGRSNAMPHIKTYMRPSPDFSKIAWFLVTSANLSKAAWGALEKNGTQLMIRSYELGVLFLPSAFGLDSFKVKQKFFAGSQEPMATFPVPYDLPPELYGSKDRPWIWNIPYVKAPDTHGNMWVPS
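E. coli-derived human Tdp1, 1 nM final. Cpd preinc 15 min RT; substrate 15 nM final, 5 min RT; AS bead mix 10 ug/ml final, 10 min RT. Signal loss = tyrosine-FITC cleavage. No-enzyme wells = max signal.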
* marks the source's active call; other numbers are inactive results; ? = inconclusive; · = not tested or not shown; [ ] = dose if it differs, or a comment. Calls come from the whole dose curve; as a rule, active = well fitted curve in the direction sought with a large enough effect; inconclusive = small, poorly fitted or top-dose-only effect, or another doubt; inactive = no such curve, though single readings can be large; an effect the other way counts as inactive or inconclusive. % is set by controls: 0 for no effect and ±100 for the full control effect; potency is the fitted concentration of half-maximal effect. No enrichment for hits. About 18% of those tested had a hit in this group.

SMILES	DT40 TDP1 CPT	DT40 TDP1 no CPT	TDP1 block
CC1Cc2ccccc2N1C(=O)CSc1nnnn1Cc1ccccc1 (stereo not given)	?	?	3.8%
O=C(Cn1nnc2c(sc3nc4c(c(-c5ccccc5)c32)CCC4)c1=O)c1ccccc1	?	-16.0%	6.1%
CCOC(=O)N1CCN(S(=O)(=O)c2ccc3c(c2)C(C)C(=O)N3)CC1 (stereo not given)	4.3%	0.6%	3.3%
CCCCc1nn2c(=O)cc(COC(=O)c3ccc(NC(=O)c4ccccc4Cl)cc3)nc2s1	-17.2%	-18.7%	6.2%
Oc1ccc(/C=N/Nc2nc(N3CCCCCC3)nc(N3CCCCCC3)n2)c(O)c1	?	?	4.7%
O=C(O)/C=C/C(=O)Nc1ccc(OC(F)(F)F)cc1	0.9%	20.7%	6.8%
C[C@@H]1CN([C@@H](C)CO)C(=O)CCCn2nncc2CO[C@H]1CN(C)Cc1ccc(Oc2ccccc2)cc1	?	16.4µM*	·
Cc1cnc(C(=O)N2CCCC(N3CCN(c4ccccc4C)CC3)C2)cn1 (stereo not given)	18.4µM*	?	-0.3%
O=C(COc1ncnc2ccc(Br)cc12)NC1CCCC1	-14.6%	18.1%	-0.3%
COc1ccc(OC)c(CCNC(=O)CCc2cn(Cc3cc(C)ccc3C)c3ccccc23)c1	?	?	7.7%
N#CCSCC(=O)Nc1ccccc1	-0.5%	2.5%	-5.5%
COc1ccc(Nc2cc(C(=O)NCCCN3CCN(c4ccc(OC)cc4)CC3)c3ccccc3n2)cc1	8.2µM*	8.2µM*	10.4%
COc1ccc(CSCCN)cc1Cl	-26.6%	?	3.1%
COc1cccc(CN(C)C(=O)c2ccc(NC(=O)CC3SC(N4CCCCC4)=NC3=O)cc2)c1OC (stereo not given)	-8.9%	-3.9%	·
COc1ccc(/C(N)=N/OC(=O)CCC2CCCC2)cc1OC	15.4%	6.9%	-2.0%[56.1 µM]
COc1ccccc1C(C)NCC(=O)Nc1c(F)cccc1F (stereo not given)	16.7%	-18.1%	5.4%
CCOC(=O)c1c(CC(C)C)csc1NC=O	-5.8%	2.7%	-4.0%
Cc1cc(C)n(CC(O)COc2ccc(C(C)C)c(C)c2)n1 (stereo not given)	?	?	·
Cc1nnc2ccc(N3CCCCC3)nn12	27.4%	-6.2%	·
Cc1ccc(S(=O)(=O)N2CCOCC2)cc1NC(=O)CN1CCN(c2ccc(O)cc2)CC1	?	25.9µM*	2.2%
CC(=O)NC(=S)Nc1cc(C(=O)O)ccc1Cl	2.4%	0.1%	-2.6%
O=Cc1ccccc1-n1cncn1	6.3%	0.4%	5.5%
Cc1cccc(C(=O)Nc2ccc(C(=O)OCc3cc(=O)n4c(C)csc4n3)cc2)c1	?	16.4µM*	-13.8%
COc1ccc(NC(=O)CN(C)C(=O)/C=C/c2cn(-c3ccccc3)nc2-c2ccc(F)cc2)cc1	?	23.1µM*	-8.7%
COC(=O)[C@@]12C[C@@H](CC(=O)NCC3CCCCC3)C(=O)N(Cc3cccc4ccccc34)C1=CCC(C)(C)C2	20.6µM*	16.4µM*	·

Of the compounds above, these contain a thiophene ring, fused or not:
SMILES	DT40 TDP1 CPT	DT40 TDP1 no CPT	TDP1 block
O=C(Cn1nnc2c(sc3nc4c(c(-c5ccccc5)c32)CCC4)c1=O)c1ccccc1	?	-16.0%	6.1%
CCOC(=O)c1c(CC(C)C)csc1NC=O	-5.8%	2.7%	-4.0%

Back to the main list, starting 4 compounds before the break.
SMILES	DT40 TDP1 CPT	DT40 TDP1 no CPT	TDP1 block
O=Cc1ccccc1-n1cncn1	6.3%	0.4%	5.5%
Cc1cccc(C(=O)Nc2ccc(C(=O)OCc3cc(=O)n4c(C)csc4n3)cc2)c1	?	16.4µM*	-13.8%
COc1ccc(NC(=O)CN(C)C(=O)/C=C/c2cn(-c3ccccc3)nc2-c2ccc(F)cc2)cc1	?	23.1µM*	-8.7%
COC(=O)[C@@]12C[C@@H](CC(=O)NCC3CCCCC3)C(=O)N(Cc3cccc4ccccc34)C1=CCC(C)(C)C2	20.6µM*	16.4µM*	·
CC(C(=O)Nc1cccc(C#N)c1)n1nc(-c2ccccc2)c2c(c1=O)CCCC2 (stereo not given)	?	-24.0%	4.7%
Cc1ccc2sc(N(CCN(C)C)C(=O)c3ccc(S(=O)(=O)N4CC(C)OC(C)C4)cc3)nc2c1C (stereo not given)	?	-23.3%	10.1%
c1nc(N2CCNCC2)c2cc(-c3ccoc3)ccc2n1	2.3%	1.8%	·
Cc1ccc(-c2c(C)n([O-])c3c([n+]2=O)CCCCC3)o1	-12.7%	-9.7%	0.9%
COc1ccc(C(=O)NCC(=O)OCC(=O)c2cc(OC)c(OC)c(OC)c2)cc1OC	-3.5%	11.9%	0.6%
CCC(C)NC(=O)C1CCN(S(=O)(=O)N2CCCC2)CC1 (stereo not given)	3.8%	20.8%	2.2%
Cc1cccc(NC(=O)NNC(=O)CCc2ccccc2)c1	-0.8%	19.0%	1.4%[56.1 µM]
Cc1csc(SC(C)C(=O)NCC(=O)Nc2ccc(F)c(F)c2F)n1 (stereo not given)	-1.9%	-0.9%	-1.2%
CCN(c1ccccc1)S(=O)(=O)c1ccc(OCc2c(C)noc2C)cc1	-14.5%	-10.1%	0.0%
Cc1ccc(OCC(O)CNC(C)c2ccccc2)cc1C (stereo not given)	?	-104.3%	2.8%
COc1ccccc1/C=C/CN1CCCC(CO)(Cc2cccc(Cl)c2)C1 (stereo not given)	?	23.1µM*	-2.7%
CC(=O)N1CCN(S(=O)(=O)c2cccc(C(=O)OCC(=O)NC(=O)c3cccn3C)c2)CC1	1.3%	-0.8%	?
O=C(COc1ccc(Br)cc1)NNC(=S)NC(=O)c1ccccc1[N+](=O)[O-]	?	20.6µM*	-5.5%
C=CCNc1cc(C(F)(F)F)nc(-c2ccccn2)n1	18.4µM*	?	4.0%
CSCCC(NC(=O)c1cccc(S(=O)(=O)N2CCN(C(C)=O)CC2)c1)c1nc2ccccc2[nH]1 (stereo not given)	0.4%	20.2%	·
COc1ccc(C(=O)CSC2=C(C#N)C3(CCCCC3)C(C#N)=C(N)N2)cc1	?	15.8µM*	6.9%
COCC(=O)N1CCC2(CCN(Cc3nccs3)CC2)CC1	-2.6%	-4.6%	·
COc1ccc(CCNC(=O)CCCCCN2C(=O)c3ccccc3C2=O)cc1	-2.0%	-22.1%	2.1%
C[C@@]12CC[C@@H](C3=C(CCC3)C1)N2c1ccccc1	-27.3%	?	·
O=C1C=C(c2cc(F)ccc2F)C[C@@H](c2ccc(Cl)cc2)C1	-26.1%	?	-7.5%
CN(C)c1ncc2nc(CCc3ccccc3)c(=O)n(C[C@H]3CCCO3)c2n1	?	?	·
COc1ccc(OC)c(S(=O)(=O)N(C)CC(=O)N2CCN(c3ccccc3F)CC2)c1	-22.4%	?	3.1%
Cc1cc(C(=O)OCC(=O)NC(=O)C2CCCCC2)ccc1[N+](=O)[O-]	-4.1%	6.9%	0.3%
Fc1cccc(Cc2noc(CN3CCC(c4ccncc4)CC3)n2)c1	18.4µM*	13µM*	-3.6%
CCOC(=O)C(C(=O)OCC)N(C#N)c1nc(OC)nc(N(C)C)n1	-21.1%	?	-5.9%
The listing continues:
SMILES	DT40 TDP1 CPT	DT40 TDP1 no CPT	TDP1 block
O=C1CCN(C(=O)c2ccccc2)c2ccccc21	-5.7%	-20.6%	·
O=C(C1CCCN(S(=O)(=O)c2cccs2)C1)N1CCN(c2ccccc2F)CC1 (stereo not given)	23.1µM*	14.6µM*	4.5%
COC(=O)c1cn(CCOc2ccc(C)cc2)c2ccccc12	?	?	-6.0%
Cc1ccc(NC(=O)CN(C)C(=O)c2ccc(OCc3c(C)noc3C)cc2)cc1	-19.8%	-21.9%	0.8%
O=C1C2=C(Nc3ccccc3SC2c2ccc(Cl)c(Cl)c2)c2ccccc21 (stereo not given)	14.6µM*	25.9µM*	9.3%
COc1ccc(-n2nc(C(=O)NCC(=O)N3CC(C)CC(C)C3)c3ccccc3c2=O)cc1 (stereo not given)	-23.2%	?	-5.1%
COc1ccc(C(=O)OCCN2C(=O)c3ccccc3C2=O)cc1OC	16.4%	7.1%	·
O=C(NC1CCCC1)NS(=O)(=O)c1ccccc1Cl	-24.2%	-23.2%	-1.0%
COc1ccccc1OCC(=O)Nc1cccc(N(C)S(C)(=O)=O)c1	-0.4%	-18.3%	4.7%
Cc1cccc(N(C(=O)c2nsc(Cl)c2Cl)C(C(=O)NC2CCCC2)c2ccc(O)cc2)c1C (stereo not given)	?	?	-1.2%
Cn1cnc([N+](=O)[O-])c1Oc1cccc(O)c1	?	23.1µM*	4.3%
Cc1cnc2c(C)cccc2c1C	-128.8%	0.224µM*	·
CCn1cc(C(=O)NCc2ccccc2)c(=O)c2cc(S(=O)(=O)N3CCOCC3)ccc21	-20.8%	-11.6%	-4.7%
CCN1CCN(C(=O)C2(NC(=O)Nc3ccccc3Cl)CCCCC2)CC1	-1.3%	-7.1%	2.5%
COc1ccc(NC(=O)CC2C(=O)N(c3ccc(C)cc3)C(=O)N2C2CCCCC2)cc1 (stereo not given)	5.4%	-4.7%	1.3%
COc1ccc(NC(=O)CN(C)C(=O)CSc2ccc3c(c2)OCCO3)cc1	-0.3%	6.8%	4.3%
Cc1cc(NC(=O)CCC(=O)N(Cc2ccco2)C(C(=O)NC2CCCC2)c2ccc(F)cc2)no1 (stereo not given)	-19.1%	-17.0%	18.3%
CCn1c(CNC(=O)Cc2ccc(OC)cc2)nnc1SCC(=O)Nc1nccs1	-19.7%	4.8%	0.0%
CCOc1ccc(-c2nnc(SCC(=O)NC(C)(C)C)nc2-c2ccc(OCC)c(OC)c2)cc1OC	?	-19.7%	·
COC(=O)/C=C1\OCc2cc(OCc3ccccc3)ccc21	?	?	·
O=C(COc1ccc(C(=O)O)cc1)Nc1cccc(C(F)(F)F)c1	-20.6%	-13.3%	-5.8%
O=C1OC2(O)C3C4C=CC(C4)C3C(=O)N2c2ccccc21 (stereo not given)	2.8%	9.2%	0.6%
CCCn1c(SCC(=O)Nc2cccc(C(=O)OCC)c2)nnc1-c1ccoc1C	?	?	6.2%
COc1cc(C(=O)OC(C)CN2CCCCC2)cc(OC)c1OC (stereo not given)	-4.3%	6.9%	4.7%
O=C(NCCSc1ccc(Br)cc1)c1ccccc1	-8.3%	-20.8%	2.9%

Quoted from the listing:
Cn1cnc([N+](=O)[O-])c1Oc1cccc(O)c1 in TDP1 block reads 4.3%
COc1ccc(NC(=O)CN(C)C(=O)CSc2ccc3c(c2)OCCO3)cc1 in DT40 TDP1 CPT reads -0.3%
CCN1CCN(C(=O)C2(NC(=O)Nc3ccccc3Cl)CCCCC2)CC1 in DT40 TDP1 CPT reads -1.3%
CCOc1ccc(-c2nnc(SCC(=O)NC(C)(C)C)nc2-c2ccc(OCC)c(OC)c2)cc1OC in DT40 TDP1 no CPT reads -19.7%

New compounds follow
SMILES	DT40 TDP1 CPT	DT40 TDP1 no CPT	TDP1 block
COc1ccc(C(=O)CSc2ccccc2C(=O)O)cc1	-15.0%	-17.5%	2.4%
CCN(Cc1nc2cc(Cl)ccc2c(=O)[nH]1)C(=O)C1CC(=O)N(c2cccc3ccccc23)C1 (stereo not given)	-0.8%	?	1.1%
CC1CCc2ccc(F)cc2N1S(=O)(=O)c1cccs1 (stereo not given)	?	?	-2.3%
Cc1cc(C)n(CCNc2nc3nonc3nc2N2CCCCC2)n1	-3.8%	-6.6%	2.7%
Cc1c(-c2ccccc2)n(O)c(-c2ccc(N(C)C)cc2)[n+]1[O-]	-3.4%	?	·
Cc1ccc(CSC2=Nc3ccccc3C3=NC(CC(=O)NCc4cccs4)C(=O)N23)c(C)c1 (stereo not given)	14.6µM*	20.6µM*	1.5%
NNC(=O)C1CC(O)CN1S(=O)(=O)c1ccc2ccccc2c1 (stereo not given)	-19.1%	18.2%	0.4%
COc1ccc(-n2c(=O)c3c4c(sc3n(C)c2=O)CN(C(C)=O)CC4)cc1	7.9%	12.0%	4.9%
CCc1nn2c(=O)cc(COC(=O)c3ccc(NC(=O)COc4ccccc4C)cc3)nc2s1	12.1%	-23.8%	1.2%
COc1cccc(NC(=O)CCNS(=O)(=O)c2cccc3nonc23)c1	11.9%	2.6%	0.4%[0.0935 µM]
COCCn1c(Cc2ccccc2)nnc1SCC(=O)Nc1cc(C)on1	-0.5%	-7.3%	2.8%
CC(=O)N1CCN(C(=O)CSc2cc(C)c(Br)cc2C)CC1	-5.0%	?	3.7%

Profiles, quoted from the list:
Cc1ccc(OCC(O)CNC(C)c2ccccc2)cc1C (stereo not given) is listed with DT40 TDP1 CPT: ?; DT40 TDP1 no CPT: -104.3%; TDP1 block: 2.8%
O=C1OC2(O)C3C4C=CC(C4)C3C(=O)N2c2ccccc21 (stereo not given) is listed with DT40 TDP1 CPT: 2.8%; DT40 TDP1 no CPT: 9.2%; TDP1 block: 0.6%

Screening data: PubChem, National Center for Advancing Translational Sciences (NCATS)
